Assay outcomes: PubChem, NCI
NCI-60 one-dose screen, 48 h, at 10 µM unless noted. Numbers give growth in % (100 = growth as untreated, 0 = no growth, -100 = all killed).
NCI-H522 – NCI-H522 lung cancer. 78,000 compounds, 8% hits
NCI-H460 – NCI-H460 lung cancer; 82,000 compounds, 6.8% hits
NCI-H322M – NCI-H322M lung cancer; AID 1794733; 80,000 compounds, 2.7% hits
HCT-116 – HCT-116 colon cancer. 82,000 compounds, 7.3% hits
NCI-H23 – NCI-H23 lung cancer; 80,000 compounds, 4% hits; AID 1794731
NCI-H226 – NCI-H226 lung cancer; 79,000 compounds, 3.5% hits; AID 1794732
HCT-15 – HCT-15 colon cancer; AID 1794746; 82,000 compounds, 5.2% hits
COLO 205 – COLO 205 colon cancer; 79,000 compounds, 7.3% hits
NCI/ADR-RES – NCI/ADR-RES ovarian cells; AID 1794790; 81,000 compounds, 4.4% hits
* hit, by the source's call; . = not tested or not shown; & = joins results of further samples. Rule for the calls: active = growth percent below 10; inactive = the rest.

SMILES	NCI-H522	NCI-H460	NCI-H322M	HCT-116	NCI-H23	NCI-H226	HCT-15	COLO 205	NCI/ADR-RES
CC(=O)Oc1ccccc1C(=O)Nc1ccc(C(=O)/C=C/c2ccc(C)cc2)cc1	102	112	110	110	.	108	107	121	107
O=C(O)C(C(=O)O)C1CCCC1	.	109	114	109	106	103	111	110	105
CN(C)CCNc1cc(-c2ccccc2)nc2ccccc12	-91*	0.8*	8.3*	-71*	-33*	.	6.9*	-74*	-1.9*
CC(C)(C)c1ccc(N2CSC(=S)N(c3ccc(C(C)(C)C)cc3)C2)cc1	-14*	92	87	92	86	93	95	93	96
Nc1ccc2cccc(O)c2c1	80	90	114	.	87	.	88	91	94
CC(=O)OCC(=O)[C@@]1(O)CC[C@H]2[C@@H]3CCC4=CC(=O)C=C[C@]4(C)[C@H]3[C@@H](O)C[C@@]21C	102	89	108	94	105	88	95	106	84
C=C[C@@H]1C[C@@H]2Cc3cc(Cl)ccc3N1O2	93	97	130	98	101	89	98	94	101
O=C(Nc1ccc(Br)cc1F)c1cc(-c2ccc(F)cc2F)ccc1O	42	86	86	71	66	93	72	98	93
CC1CN(CCCCO)CCN1 (stereo unspecified)	88	95	86	97	104	89	100	113	98
CCC(CC)n1c(C)cc(=O)n1C(CC)CC	106	103	.	105	101	99	106	115	107
CN(CCO)CC(O)Cn1cnc2c1c(=O)n(C)c(=O)n2C (stereo unspecified) (tested in a mixture with another compound)	83	103	101	101	97	79	96	113	101
CC(C)c1ccc(C(=O)CCCCl)cc1	.	103	104	104	109	97	102	108	110
COc1ccc(Cn2c(Br)c3c(c2-c2ccccc2)CCc2sc(NC(=O)c4ccc(OC)cc4)nc2-3)cc1	81	99	92	92	86	.	99	104	93
Cc1c(C(=O)/C=C/c2ccc3ccccc3c2)[n+]([O-])c2cc(F)ccc2[n+]1[O-]	96	.	102	108	89	87	107	113	100
Cc1nc2sc(C(=O)Nc3cccc(Cl)c3)c(N)c2cc1C(=O)c1ccc(C(F)(F)F)cc1	89	73	78	83	77	95	96	105	82
O=[N+]([O-])c1cccc2ncccc12	95	104	114	110	98	102	98	112	104
COc1ccc(C(=O)/C=C/c2ccc(C)cc2)cc1S(N)(=O)=O	43	53	36	10.0*	77	83	23	96	52
O=C(N/N=C/c1ccc(F)cc1)c1cnc2n(c1=O)CCCCC2	84	109	97	98	100	102	97	121	103
CC/C(=N\Nc1nc2ccccc2n1C)c1ccccn1	19	1.3*	21	12	7.1*	-0.8*	19	22	-6.0*
COc1cccc(Cc2cc(-c3ccccc3)n[nH]c2=O)c1	83	100	.	87	86	78	93	107	84
O=P(O)(O)OC1C(OP(=O)(O)O)C(OP(=O)(O)O)C(OP(=O)(O)O)C(OP(=O)(O)O)C1OP(=O)(O)O.[Cu+2] (stereo unspecified)	101	84	106	97	93	99	102	111	97
COc1ccc2nc3sc(C(=O)Nc4ccc(C(=O)/C=C/c5cc(OC)c(OC)c(OC)c5)cc4)cc3cc2c1	98	104	103	101	101	116	99	121	113
Nc1nccc(OCCO)n1	91	108	.	98	100	96	98	110	103
CCCCN(C#N)CCCC	.	109	113	108	108	102	94	111	115
COc1cc(-c2nnc(SCC(=O)N3CCN(c4cc5c(cc4F)c(=O)c(C(=O)O)cn5C4CC4)CC3)o2)cc(OC)c1OC	85	106	100	77	97	94	93	65	100
CC(=O)c1cc(-c2ccc3ccccc3c2)nc2ccccc12	94	105	131	103	97	100	104	110	102
C[C@@H](C[C@H](CCOCc1cccnc1)c1ccccc1)c1csc2ccccc12	71	96	104	71	89	79	91	.	103
C[C@]12CCC3c4ccc(O)cc4CCC3C1CC[C@@H]2OC(=O)CCC1CCCC1 (stereo partly specified)	81	115	105	103	109	104	91	111	108
C/C(Cc1ccc(Cl)cc1)=C(\c1ccc(OCCN2CCOCC2)cc1)c1ccc(OC(=O)c2ccccc2)cc1	67	89	81	58	82	99	77	104	84
CCN(CC)CCOc1ccccc1-n1c(C)ccc1-c1ccccc1	101	44	80	.	102	92	90	70	85
CC(C)CCSc1nc(Nc2ccccc2)c(C#N)c(-c2ccc(F)cc2)n1	61	6.6*	50	24	74	91	72	19	57
CCSc1nnc2c3c4c(sc3nc(-c3cccc5ccccc35)n12)CCCCCC4	92	106	118	97	105	92	98	104	110
CC(=O)Nc1ccc(C(=O)/C=C/c2ccc(N(C)CCO)cc2)c(O)c1	83	91	85	90	86	108	71	119	87
COc1ccc2oc(=O)cc(/C=C3\C(=O)NN=C3C)c2c1	98	106	111	100	101	97	102	104	101
O=C1OC(COCC#Cc2ccccc2)CN1c1ccccc1 (stereo unspecified)	83	109	109	103	100	99	104	104	108
CC(C)C1=NOC(=O)C1=Cc1cn(-c2cccnc2)nc1-c1ccccc1	83	103	100	81	107	106	94	107	110

Part of the list above, bar-delimited.
canonical_smiles | NCI-H522 | NCI-H460 | NCI-H322M | HCT-116 | NCI-H23 | NCI-H226 | HCT-15 | COLO 205 | NCI/ADR-RES
CCCCN(C#N)CCCC | . | 109 | 113 | 108 | 108 | 102 | 94 | 111 | 115
COc1cc(-c2nnc(SCC(=O)N3CCN(c4cc5c(cc4F)c(=O)c(C(=O)O)cn5C4CC4)CC3)o2)cc(OC)c1OC | 85 | 106 | 100 | 77 | 97 | 94 | 93 | 65 | 100

Continued.
SMILES	NCI-H522	NCI-H460	NCI-H322M	HCT-116	NCI-H23	NCI-H226	HCT-15	COLO 205	NCI/ADR-RES
CCOC(=O)c1cc(C(=O)c2ccc(Br)cc2)n2nc(C)ccc12	66	101	.	78	92	88	82	99	93
CC1(C)c2[nH]c3ccccc3c2C[C@]2(C)[C@H]3CC=C4[C@@H]5C[C@](C)(C(=O)O)CC[C@]5(C)CC[C@@]4(C)[C@]3(C)CC[C@@H]12	51	62	88	32	48	89	67	70	65
CCCCOc1ccc(N2C(=O)C(C)CNC2=S)cc1 (stereo unspecified)	105	107	.	105	109	102	103	111	104
CN(C)CCN(Cc1ccccc1)c1nc2ccccc2o1	81	103	92	87	85	91	95	109	88
CCOC(=O)NC(C)=O	78	106	102	105	103	101	98	106	104
N#CC1=C(Nc2ccc(Cl)cc2)NC2c3ccccc3Sc3ccccc3N2C1=N (stereo unspecified)	.	104	111	92	99	100	98	98	95
Nc1ncnc2c1N=C(c1ccc(F)cc1)CC(c1cccc(Nc3ccnc4cc(Cl)ccc34)c1)N2 (stereo unspecified)	100	81	90	50	78	92	48	50	78
CCOC(=O)c1c(C)nc2c(c1N)CC(=O)N2Cc1cc(OC)c(OC)c(OC)c1	33	18	81	20	40	70	29	20	18
C/C(=N\NC(=O)CSc1nc(-c2cnccn2)cc(-c2cccs2)c1C#N)c1ccccc1	92	71	107	58	81	100	87	111	85
O=C(O)c1cccc(C(=O)O)[n+]1[O-]	96	109	113	107	97	101	108	108	89
CCC(C)(C)C1CCCCC1	108	103	106	111	101	111	97	118	104
O=c1[nH]ncc2ccccc12	104&97	113&115	119&101	124&104	104&106	104&112	111&99	128&106	108&104
CCOC(=O)C1(C)CCN(C)C1=O (stereo unspecified)	85	106	.	99	.	117	98	99	105
COC(=O)c1cc(O)c2cc3c(cc2c1-c1cc(OC)c(OC)c(OC)c1)OCO3	.	15	60	21	50	51	24	5.1*	3.4*
CC1(C)CNC(C2CCC=CO2)O1 (stereo unspecified)	88	113	97	97	98	101	77	120	101
CC(C)CNc1ncnc2[nH]ncc12	65	106	109	114	106	93	113	122	109
Cc1n(Cc2ccc3ccccc3c2)c(Cl)c(Cl)[n+]1Cc1ccc2ccccc2c1	17	34	76	18	26	47	93	-47*	99
O=C(CSc1nnc(-c2cccs2)n1-c1ccccc1)Nc1cccc(Cl)c1	78	102	87	95	101	91	87	111	88
COc1cc(/C=N/Nc2ncnc3c2c(C)nn3C)cc(OC)c1OC	95	106	90	103	95	94	99	97	97
COc1cc(C=O)ccc1Oc1ccc([N+](=O)[O-])cc1[N+](=O)[O-]	94	104	104	95	96	100	108	108	100
COc1ccc(NC(=O)Nc2ccc(OCc3ccc(C)cc3)cc2)cc1	84	61	95	59	90	102	77	98	82
Cc1nn(-c2ccccc2)c(Oc2ccc(Cl)cc2)c1/C=N\N=c1/sc2ccccc2n1C	68	85	84	73	89	84	77	93	98
Cc1cc(C)n(-c2nc(-c3no[n+]([O-])c3-c3ccccc3)cs2)n1	89	103	100	98	97	.	94	113	97
Cc1nnc2c3nnc(CCC(=O)O)n3c3ccccc3n12	95	103	.	100	110	98	99	98	109
Clc1ccc(-c2nc3ccccc3s2)c(Cl)c1	81	96	91	89	85	84	95	102	100
Cc1ccc(S(=O)(=O)Nc2ccccc2)cc1	98	130	91	101	109	98	95	122	105
CC(=O)c1nnc(CCC(=O)c2nc3ccccc3[nH]2)o1	99	114	89	106	98	108	95	107	96
CC(=O)c1ccc(NC(=O)CN2CCN(c3cc(=O)n(-c4ccccc4)c4ccccc34)CC2)cc1	89	102	89	97	96	95	94	97	97
ClC1[C@H](c2c[nH]c3ccccc23)c2c([nH]c3ccccc23)[C@H]1c1c[nH]c2ccccc12 (stereo partly specified)	75	89	73	80	77	81	74	95	88
S=c1nc[nH]c2c1ncn2C1CCCC1	108	117	96	100	119	100	108	117	151
COc1cc2nc(N3CCC[C@@H](NC4=CC(=O)c5ccccc5C4=O)C3)nc(N)c2cc1OC	94	-73*	-65*	-84*	87	113	-67*	-72*	99
COc1cccc(OC)c1C(=O)Nc1cccc(-c2cc3ccccc3oc2=O)c1	.	106	107	103	101	.	105	111	97
O=C(CSc1nc2ccccc2c(=O)n1-c1ccccc1)Nc1ccc(S(=O)(=O)NC(=O)Nc2ccccc2)cc1	92	96	97	100	96	.	98	121	93
COC(=O)c1cc(N)nc2ccccc12	108	114	123	103	98	88	101	101	106
CCC(=O)Oc1c(Cl)c(Cl)c(Cl)c(Cl)c1Cl	71	102	106	85	96	75	110	115	92
O=C(CCc1nnc(Cn2cnc3nc[nH]c3c2=O)o1)c1nc2ccccc2[nH]1	86	110	111	108	96	104	107	113	97

16 successive compounds from above, quoted:
SMILES	NCI-H522	NCI-H460	NCI-H322M	HCT-116	NCI-H23	NCI-H226	HCT-15	COLO 205	NCI/ADR-RES
COc1ccc(NC(=O)Nc2ccc(OCc3ccc(C)cc3)cc2)cc1	84	61	95	59	90	102	77	98	82
Cc1nn(-c2ccccc2)c(Oc2ccc(Cl)cc2)c1/C=N\N=c1/sc2ccccc2n1C	68	85	84	73	89	84	77	93	98
Cc1cc(C)n(-c2nc(-c3no[n+]([O-])c3-c3ccccc3)cs2)n1	89	103	100	98	97	.	94	113	97
Cc1nnc2c3nnc(CCC(=O)O)n3c3ccccc3n12	95	103	.	100	110	98	99	98	109
Clc1ccc(-c2nc3ccccc3s2)c(Cl)c1	81	96	91	89	85	84	95	102	100
Cc1ccc(S(=O)(=O)Nc2ccccc2)cc1	98	130	91	101	109	98	95	122	105
CC(=O)c1nnc(CCC(=O)c2nc3ccccc3[nH]2)o1	99	114	89	106	98	108	95	107	96
CC(=O)c1ccc(NC(=O)CN2CCN(c3cc(=O)n(-c4ccccc4)c4ccccc34)CC2)cc1	89	102	89	97	96	95	94	97	97
ClC1[C@H](c2c[nH]c3ccccc23)c2c([nH]c3ccccc23)[C@H]1c1c[nH]c2ccccc12 (stereo partly specified)	75	89	73	80	77	81	74	95	88
S=c1nc[nH]c2c1ncn2C1CCCC1	108	117	96	100	119	100	108	117	151
COc1cc2nc(N3CCC[C@@H](NC4=CC(=O)c5ccccc5C4=O)C3)nc(N)c2cc1OC	94	-73*	-65*	-84*	87	113	-67*	-72*	99
COc1cccc(OC)c1C(=O)Nc1cccc(-c2cc3ccccc3oc2=O)c1	.	106	107	103	101	.	105	111	97
O=C(CSc1nc2ccccc2c(=O)n1-c1ccccc1)Nc1ccc(S(=O)(=O)NC(=O)Nc2ccccc2)cc1	92	96	97	100	96	.	98	121	93
COC(=O)c1cc(N)nc2ccccc12	108	114	123	103	98	88	101	101	106
CCC(=O)Oc1c(Cl)c(Cl)c(Cl)c(Cl)c1Cl	71	102	106	85	96	75	110	115	92
O=C(CCc1nnc(Cn2cnc3nc[nH]c3c2=O)o1)c1nc2ccccc2[nH]1	86	110	111	108	96	104	107	113	97

Other records follow.
SMILES	NCI-H522	NCI-H460	NCI-H322M	HCT-116	NCI-H23	NCI-H226	HCT-15	COLO 205	NCI/ADR-RES
NC(=O)C(c1ccc(Cl)cc1)C(C(N)=O)c1ccc(Cl)cc1 (stereo unspecified)	98	103	114	101	106	102	116	.	108
CC1=C(C(=O)OCC(C)C)C(c2ccc3c(c2)OCO3)NC(=O)N1 (stereo unspecified)	91	113	115	105	102	93	101	119	106
Cc1cc(C(F)(F)F)nc(NNc2nc(C)cc(C(F)(F)F)n2)n1	106	103	107	95	101	96	101	112	.
O=C1NC(=O)/C(=C/c2ccc(O)cc2)N1	97	94	94	98	99	98	97	98	100
O=C(O)c1ncc(-c2ccc(C(F)(F)F)cc2)c(NC2CCCCCC2)n1	75	103	79	90	97	98	99	101	94
CNC(=O)c1cc(Oc2ccc(NC(=O)c3[nH]c(SC)nc3-c3ccc(F)cc3)cc2)ccn1	68	73	85	63	75	82	73	7.3*	67
CCCCCCCS(=O)(=O)N1CCCC(C(=O)Nc2nc3ccc(NC(=O)c4ccc(F)c(OC)c4F)cc3s2)C1 (stereo unspecified)	25	70	78	25	27	32	60	83	47
COc1ccc2c(c1)c(-c1nn3cc(-c4cccs4)nc3s1)cn2C	63	69	56	83	83	79	48	64	80
COc1c2c(c(OC)c3occc13)OC(C)=C1Sc3[nH]c(=S)[nH]c(=S)c3C12 (stereo unspecified)	83	100	79	95	87	.	103	93	101
CCOC(=O)C(Cc1c[nH]c2ccc([N+](=O)[O-])cc12)(NC(C)=O)C(=O)OCC	130	108	108	111	112	99	110	112	109
CC(N)C(Cc1ccc(Cl)cc1)c1ccc(Cl)cc1 (stereo unspecified)	-18*	66	83	35	93	88	69	-81*	87
COC(=O)c1ccc(-c2ccc(/C=N/NC(=O)c3[nH]c4ccc(Br)cc4c3-c3ccccc3)o2)cc1O	75	104	107	81	95	99	73	106	94
Cn1c(SCc2nc(N)c3ccccc3n2)nnc1-c1cccs1	80	117	74	101	97	97	99	121	93
